High-throughput results from PubChem BioAssay.
CCHF vOTU inh: CCHFV vOTU protease inhibition; Pep-AMC fluorescence; inhibition, % at 11.5 µM; 370,000 compounds, 0.55% hits; AID 651958; in the data active = inhibition above about 30%; also: 0% = vehicle wells with enzyme and 100% = no enzyme wells
TcdB inh: inhibitors of Clostridioides difficile toxin B glycohydrolase; inhibition, % at 9.99 µM; TcdB glycohydrolase enzymatic assay, plate reader; P18177; AID 652162; 350,000 compounds, 0.24% hits; in the data active = inhibition above about 10%
BoNT-A LC inh2: BoNT A light chain protease inhibition. AID 588499. inhibition, % at 10 µM. 360,000 compounds, 0.17% hits. multiplex microsphere protease substrate cleavage, flow cytometry; also: plate controls were buffer without enzyme for full effect and enzyme alone for no effect
PfHsp40 yeast: rescue of PfHsp40-mediated yeast toxicity; S. cerevisiae expressing PfHsp40, growth rescue, ATP luminescence; growth rescue, % at 12.5 µM; 340,000 compounds, 0.68% hits; in the data active = growth rescue above about 28%, passing the limit was not always enough; inconclusive = no clear call, values can overlap the other calls;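 also: yeast W303a lacking pdr1 and pdr3 grown in galactose medium; growth measured after three days at 30 °C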
PriA SSB inh: blocks PriA binding to SSB C-terminal tail; AlphaScreen SSBct-PriA binding, biotinylated peptide; inhibition, % at 33 µM; 430,000 compounds, 0.6% hits; in the data active = inhibition mostly above about 37%, no sharp cut-off; inactive = mostly below about 20%;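 also: plate controls were negative control peptide for no effect and reference peptide for full effect; strong numbers were not always called active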
Anthrax LF inh2: blocks Bacillus anthracis lethal factor protease; multiplex microsphere protease cleavage assay, LF; inhibition, % at 10 µM; 360,000 compounds, 0.12% hits; also: plate controls were buffer without enzyme for full effect and enzyme alone for no effect
Target sequence (P15917 whole entry, looked up): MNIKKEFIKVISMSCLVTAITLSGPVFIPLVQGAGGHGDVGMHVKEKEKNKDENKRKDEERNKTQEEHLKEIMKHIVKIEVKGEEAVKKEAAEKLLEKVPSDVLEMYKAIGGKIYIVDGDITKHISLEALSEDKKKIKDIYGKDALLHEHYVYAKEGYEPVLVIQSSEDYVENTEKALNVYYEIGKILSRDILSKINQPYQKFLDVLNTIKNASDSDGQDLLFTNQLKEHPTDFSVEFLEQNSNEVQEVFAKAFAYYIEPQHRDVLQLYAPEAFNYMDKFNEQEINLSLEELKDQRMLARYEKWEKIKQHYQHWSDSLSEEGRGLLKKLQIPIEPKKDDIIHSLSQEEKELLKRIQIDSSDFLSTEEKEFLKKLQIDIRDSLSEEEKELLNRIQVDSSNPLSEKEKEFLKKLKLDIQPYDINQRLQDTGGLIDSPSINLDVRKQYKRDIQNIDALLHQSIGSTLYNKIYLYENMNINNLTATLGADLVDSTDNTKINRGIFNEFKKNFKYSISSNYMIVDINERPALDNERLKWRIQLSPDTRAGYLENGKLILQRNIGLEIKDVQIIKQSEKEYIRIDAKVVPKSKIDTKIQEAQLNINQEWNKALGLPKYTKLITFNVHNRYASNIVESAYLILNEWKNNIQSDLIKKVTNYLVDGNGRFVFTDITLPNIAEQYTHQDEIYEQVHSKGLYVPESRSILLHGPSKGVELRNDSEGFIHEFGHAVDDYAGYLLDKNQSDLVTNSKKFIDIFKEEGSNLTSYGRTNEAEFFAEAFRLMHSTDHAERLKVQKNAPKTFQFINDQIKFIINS
Y pestis TopoI: inhibitors of Yersinia pestis topoisomerase I; Y. pestis Topo-I cleavage product accumulation, plate reader; activity, % at 10 µM; 360,000 compounds, 0.064% hits; AID 504884; in the data active = activity above about 50%, passing the limit was not always enough; inconclusive = no clear call, values can overlap the other calls; also: inactives centre near 2
DUSP3 inh: blocks human VHR1 dual specificity phosphatase; P51452; recombinant VHR phosphatase, pNPP absorbance; inhibition, % at 13.3 µM; 290,000 compounds, 0.52% hits; AID 1654; in the data active = inhibition above about 50%; also: some compounds called inactive have numbers as strong as hits
Target sequence (P51452 whole entry, looked up): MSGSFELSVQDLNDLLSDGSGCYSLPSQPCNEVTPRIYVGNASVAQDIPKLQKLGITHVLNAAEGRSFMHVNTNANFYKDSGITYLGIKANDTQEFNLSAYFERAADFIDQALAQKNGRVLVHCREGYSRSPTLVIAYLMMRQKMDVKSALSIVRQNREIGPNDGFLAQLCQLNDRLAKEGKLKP
3CLpro inhibitor: SARS-CoV 3CLpro protease inhibition; recombinant SARS-CoV 3CLpro, quenched FRET peptide cleavage; inhibition, % at 6 µM; 290,000 compounds, 0.14% hits; AID 1706; in the data active = inhibition above about 12%
BH1578 lux ind: quorum light induction in luxS cqsA deficient V. cholerae; V. cholerae BH1578 lux reporter, luminescence, 6 h; activation, % at 18.7 µM; 350,000 compounds, 0.16% hits; AID 588436; in the data active = activation mostly above about 9.7%, no sharp cut-off; inconclusive = no clear call, values can overlap the other calls; inactive = mostly below about 3.7%; also: not every result past the cut was called active; inactives centre near 0; reference of the scale not given here
Active calls of the source: *; i = inactive; ? = inconclusive; . = no result given; & = joins results of further samples. Rule as the data show it, unless noted: active = inhibition above about 30%; inconclusive = no clear call, values can overlap the other calls; inactive = below that. An excerpt (hit frequency here may not be typical).

SMILES	CCHF vOTU inh	TcdB inh	BoNT-A LC inh2	PfHsp40 yeast	PriA SSB inh	Anthrax LF inh2	Y pestis TopoI	DUSP3 inh	3CLpro inhibitor	BH1578 lux ind
COc1ccc(N2CCN(C(=O)c3cc4c(=O)n(Cc5ccccc5)ccc4nc3C)CC2)cc1	0	1.6	0.6	-0.4	-2	0	-1	-2	-1	-0.6
CCc1ccc2[nH]c(C(=O)N(C)c3ccc(F)cc3F)cc2c1	12	0.6	5.5	-1.7	-19	-9	1	16	1	-2.1
COc1ccccc1N1CCN(c2cc(=O)n(-c3ccc(Br)cc3)c(=O)[nH]2)CC1	3	.	5.8	-0.6	-11	-2	6	14	5	-0.2
CCC(C)NC(=O)c1cn(CC)c2cc(N3CCN(C)CC3)c(F)cc2c1=O (configuration not stated)	-27	1.3	-0.4	.	0	4	2	22	4	i
O=C1c2ccccc2S(=O)(=O)N1Cc1nnc(-c2ccccc2Br)o1	0	.	0.6	-0.8	-3	1	-7	4	6	i
O=C(OCC(=O)N1CCOCC1)c1cc(=O)[nH]c2ccccc12	-10	0.7	0.5	-1.9	-5	5	7	.	.	-7.1
CCCS(=O)(=O)NC(=O)C1(C)CCN(C(=O)CSc2ccccc2)C1 (configuration not stated)	5	-0.5	-0.1	.	.	-7	-3	.	.	0.6
N#Cc1ccc(C(=O)N2CCCCC2c2cc(C(=O)Nc3ccc4c(c3)OCO4)no2)cc1 (configuration not stated)	-8	0.1	0.0	.	.	2	13	.	.	i
COC(=O)C1=C(O)C2(C(=O)O)CC(C(=O)OC)=C(O)C(C(=O)O)(C1)C2	-7	0.9	?	-0.7	-8	5	-1	-9	5	i
CCc1cc(=O)oc2cc(C)cc(OCC(=O)NC(Cc3ccc(Cl)cc3)C(=O)O)c12 (configuration not stated)	-23	-0.3	0.5	1.5	-9	0	1	17	7	-0.4
CCCCOc1cccc(-c2nnc(NC(=O)CSc3ccc(C)cc3)s2)c1	-3	.	-0.7	1.7	-3	0	8	18	6	-0.2
CC(=O)c1ccc(Nc2ccc(-c3ccccc3C)nn2)cc1	9	1.2	2.4	-0.8	1	3	-6	14	0	i
CC(C)(C)N1C(=O)Cc2c1nc(N)c1c(N)nc(N3CCCCC3CO)c(C#N)c21 (configuration not stated)	.	.	3.5	-0.4	30	-4	-4	58*	3	i
CN(C)C(=O)c1cccc(-c2cccc(-c3nc(C(=O)NCc4ccccc4)cc4c3[C@@H](CCO)N(S(=O)C(C)(C)C)C4)c2)c1 (some centres not stated)	0	0.1	-0.4	.	.	1	.	.	.	.
Cc1cccc(NC(=O)CN2CCC(C(=O)c3ccc4c(c3)OCCO4)CC2)c1	3	0.3	0.2	-0.2	-7	7	22	1	-6	0.1
Cc1ccccc1-c1cc(C(=O)NCc2ccc3c(c2)OCO3)n(CC2CC(c3cccnc3)=NO2)n1 (configuration not stated)	-6	3.2	0.6	0.3	-13	-2	10	.	.	i
Fc1ccc(CNC(=S)Nc2ccc(Cl)cc2)cc1	-3	0.4	0.3	3.6	-14	0	-3	10	0	.
O=C1CC2(CCN(C(=O)c3ccc(F)c(F)c3)CC2)Oc2ccccc21	-11	0.3	-3.0	-1.3	3	2	2	.	.	i
O=C(NC1CCCCC1)N1CCC(n2cnc3ccccc32)CC1	-9	.	-1.6	-0.5	-9	9	0	2	-2	-1.3
O=C(NNC(=O)c1cc(Cl)ccc1O)c1cccs1	4	1.7	-1.2	0.1	-6	-14	2	1	-1	i
C/C(=C\C(=O)c1ccc(Br)cc1)N1CCCCC1	-1	.	-0.6	-0.3	-6	-5	-1	15	5	i
CC(=O)N1CCN(S(=O)(=O)c2cccc(C(=O)N3CCN(S(=O)(=O)c4c(C)c(C)cc(C)c4C)CC3)c2)CC1	-4	0.4	0.0	.	.	3	28	.	.	0.2
Cc1ccc(NC(=O)c2nc[nH]c2C(=O)NCCN(CCNC(=O)c2[nH]cnc2C(=O)Nc2ccc(C)cc2)CCNC(=O)c2[nH]cnc2C(=O)Nc2ccc(C)cc2)cc1	2	1.4	-0.6	-0.3	-1	-4	6	.	.	i
O=C(C1CCCCC1)N1C[C@@H](O)[C@H](n2cc(C3CC3)nn2)C[C@@H]1c1ccccc1	7	0.2	-0.4	.	.	1	-1	.	.	-0.2
O=C(CN1CCN(S(=O)(=O)c2ccc(Cl)cc2)CC1)NC1CC1	-3	0.2	1.2	0.2	-2	-1	1	-11	-7	-1.2

Not a retest: entries from further up.
SMILES	CCHF vOTU inh	TcdB inh	BoNT-A LC inh2	PfHsp40 yeast	PriA SSB inh	Anthrax LF inh2	Y pestis TopoI	DUSP3 inh	3CLpro inhibitor	BH1578 lux ind
COc1ccc(N2CCN(C(=O)c3cc4c(=O)n(Cc5ccccc5)ccc4nc3C)CC2)cc1	0	1.6	0.6	-0.4	-2	0	-1	-2	-1	-0.6
CCc1ccc2[nH]c(C(=O)N(C)c3ccc(F)cc3F)cc2c1	12	0.6	5.5	-1.7	-19	-9	1	16	1	-2.1
COc1ccccc1N1CCN(c2cc(=O)n(-c3ccc(Br)cc3)c(=O)[nH]2)CC1	3	.	5.8	-0.6	-11	-2	6	14	5	-0.2

(continued)
SMILES	CCHF vOTU inh	TcdB inh	BoNT-A LC inh2	PfHsp40 yeast	PriA SSB inh	Anthrax LF inh2	Y pestis TopoI	DUSP3 inh	3CLpro inhibitor	BH1578 lux ind
O=C(Oc1ccccc1)N1CCOCC1	6	-1.3	-1.4	-0.3	8	8	3	13	-1	-0.7
Cc1csc(NC(=O)[C@@H](NC(=O)c2ccccc2)C(C)C)n1	-2	.	0.6	-1.8	-1	0	5	-12	-7	-0.1
CCOc1ccc2[nH]c(=O)c(CN(CC3COCCO3)C(=O)c3ccco3)cc2c1 (configuration not stated)	0	.	-0.3	3.1	-3	0	3	8	.	-0.6
CCN(CC(=O)Nc1ccc2c(c1)OCCO2)C(=O)c1ccccc1Br	10	-5.5	4.5	-0.3	-3	2	-5	.	.	-8.0
O=C(CSc1ncn[nH]1)Nc1ccc(Cl)c(S(=O)(=O)N2CCOCC2)c1	-3	1.2	0.1	-0.5	-9	0	-1	20	-4	-0.2
C=CCNC(=O)c1cc(C(=O)C(C)c2ncc(C(F)(F)F)cc2Cl)c[nH]1 (configuration not stated)	2	1.1	-0.1	-1.5	-3	0	4	1	3	-0.2
CCc1ccc(OCC(=O)NC(=S)Nc2ccc(Br)c(C)n2)cc1	-4	0.8	0.2	-0.7	-2	0	4	2	-2	-0.5
Cc1cccc(NC(=O)COC(=O)c2nn(C)c(=O)c3ccccc23)c1C	-4	0.0	0.2	0.2	-10	-1	-6	.	.	i
COC(=O)c1cccc(NC(=O)CSc2nnc(C3CC3)n2C)c1	15	3.7	-3.4	-0.3	-9	-9	7	17	6	i
Cc1cccc(N(C(=O)c2csnn2)C(C(=O)NCc2ccccc2)c2ccncc2)c1 (configuration not stated)	21	-3.2	-0.9	-2.0	-1	-2	-3	-3	-1	-0.3
O=C(O)CNC1c2ccccc2CSc2ccccc21 (configuration not stated)	3	1.0	-8.5	.	-5	?	6	.	.	-0.4
O=C(c1cc(-c2ccc(Cl)s2)nc2ccccc12)N1CCOCC1	-111	0.0	-1.2	-0.5	11	-3	19	.	.	-2.9
COc1ccc(S(=O)(=O)N2CCOCC2)cc1NC(=O)CSc1nnc2n1CCCCC2	0	1.6	0.0	1.6	-2	-4	3	.	.	0.2
O=P(O)(CCc1ccccc1)CN1CCCCC1	3	.	0.2	1.9	2	0	0	24	-2	i
COc1cccc(C(=O)N/N=C(\CC(C)C)c2ccccc2)c1	14	.	-0.6	-0.4	.	-4	0	5	-4	3.4
Cc1ccc(NS(=O)(=O)c2cccc(C(=O)NC3CC3)c2)c(C)c1	-5	0.7	0.0	0.3	-10	-4	-6	.	.	0.1
O=C(CCC(=O)OCc1cccc([N+](=O)[O-])c1)Nc1ccccc1Cl	-8	.	-0.4	0.1	-4	-1	-2	32	7	0.4
CSc1ccc(CN(C)CC(=O)Nc2ccccc2Br)cc1	11	.	0.5	0.2	-38	-1	41	6	3	-0.3
Cc1ccc(NC(=O)CNC(=O)c2cccc(Cl)c2)nc1	12	2.3	0.4	-1.9	2	0	4	.	.	i
Cc1cc(C)nc(NS(=O)(=O)c2ccc(NC(=O)C(C)Oc3ccccc3F)cc2)n1 (configuration not stated)	6	0.4	-2.1	-0.7	-6	-2	3	2	-2	-0.4
COc1ccccc1CNC(=O)CN1CCN(S(=O)(=O)c2cccs2)CC1	-3	0.8	-0.5	-1.6	-11	-3	9	11	-3	-0.1
CC(C)(C)NC(=O)C(c1ccncc1)N(C(=O)c1csnn1)c1ccccc1 (configuration not stated)	-11	1.8	-0.9	0.2	-7	-2	-1	13	-3	-2.1
Cc1cccc(S(=O)(=O)N(C)C[C@H]2OCc3cnnn3CCCC(=O)N([C@H](C)CO)C[C@H]2C)c1	-5	-0.1&0.4&0.9	-0.8	.	.	-4	4	.	.	-0.2
CCOC(=O)Cc1csc(NC(=O)c2csc(C)c2)n1	-2	.	-1.4	0.0	-3	1	4	-1	-1	-0.6
Cc1ccc(CN2CCCCC2C(=O)Nc2ccc(Oc3cccnc3)cc2)o1 (configuration not stated)	-12	-1.2	0.2	0.8	6	2	18	23	-1	-0.5

Going on with the list:
SMILES	CCHF vOTU inh	TcdB inh	BoNT-A LC inh2	PfHsp40 yeast	PriA SSB inh	Anthrax LF inh2	Y pestis TopoI	DUSP3 inh	3CLpro inhibitor	BH1578 lux ind
COC1=C/C(=C/c2c(N)n3c(nc2=O)sc2cc(S(C)(=O)=O)ccc23)C=CC1=O	16	1.2	-0.1	7.9	.	0	-2	37	5	-0.2
Nc1ccccc1-c1nnn(CC(=O)Nc2ccc3c(c2)OCCO3)n1	2	-0.5	1.7	-0.4	-7	0	-5	-9	-1	-0.3
CN(CC(=O)N1CCN(c2ccccc2)CC1)S(=O)(=O)c1cnc[nH]1	5	.	0.1	-0.1	5	-5	3	8	2	.
O=C(NC(=O)c1cccc(F)c1)Nc1nc(-c2ccc(F)cc2)cc(C(F)(F)F)n1	10	0.2	0.4	-0.5	-3	-4	6	9	5	-0.1
COc1ccccc1/C=C1\SC(=S)N(CC(=O)NC2CCS(=O)(=O)C2)C1=O (configuration not stated)	31*	1.7	-1.1	-0.3	-1	-4	21	-1	-3	1.8
COc1ccc(C(=O)OCC(=O)N2CCN(C(=O)c3ccco3)CC2)cc1OC	4	0.5	0.6	-0.3	2	1	-2	.	.	0.8
CC(C)N(Cc1nccn1C)C(=O)c1cc(COc2cccc(C(F)(F)F)c2)on1	0	-0.2	0.5	0.8	7	-4	6	13	-6	-0.3
C[C@H](CO)N1C[C@H](C)[C@H](CN(C)C(=O)Nc2ccccc2)OCc2cnnn2CCCC1=O	-9	0.7&-2.6	-0.4	.	.	-2	3	.	.	2.1
COc1ccc(CN(C)C(=O)c2cc(S(=O)(=O)Nc3ccccc3F)ccc2C)c(OC)c1	4	0.5	3.9	-0.2	-17	-2	?	2	5	-0.8
COc1cccc(CN(C(=O)Cc2c[nH]c3ccccc23)C(C(=O)NC2CCCCC2)c2cccs2)c1 (configuration not stated)	14	.	?	0.5	-3	?	7	-4	5	-0.2
Cc1cccc2cc(CN(Cc3cccs3)C3(c4nnnn4C4CCCC4)CCCC3)c(=O)[nH]c12	8	.	-0.4	0.8	-1	-2	4	-11	-5	-3.2
O=C(/C=C/c1ccccc1)OCCN1C(=O)c2ccccc2C1=O	-8	0.1	-2.7	1.0	-11	-7	19	9	1	i
CCN1C[C@@H]2[C@@H]3C(=O)N(C)C(=O)[C@@H]3[C@](Cc3ccccc3)(C1=O)N2C(=O)c1ccc(Br)cc1	11	1.3	0.4	-0.8	9	8	12	.	.	-0.3
Cc1ccc(/C=N/NC(=O)c2c[nH]c3ccccc23)o1	.	-1.8	0.1	0.4	.	-6	-1	24	0	1.6
